Screening data (PubChem BioAssay)
DAX1 inh-1 – DAX1 (NR0B1) inhibition, primary screen; AID 652010; HEK293T StAR-luciferase reporter, SF-1/DAX-1 repression relief; inhibition, % at 6.8 µM; 370,000 compounds, 1.1% hits;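 active means inhibition above the mean over all tested compounds plus 3 SD, cut at about 3.6% in these data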;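 further: 0% = DAX-1 cells with DMSO and 100% = cells lacking DAX-1 with DMSO; higher inhibition means more luminescence from relief of DAX-1 repression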
FXN GAA850 act – increases GAA850 frataxin promoter reporter activity; HEK293 lucGAA850 FXN promoter luciferase reporter, 24 h; percent of 10 µM SAHA response; activation, % at 6 µM; 360,000 compounds, 0.56% hits;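 active means activation above the average of all compounds screened plus 3 SD, cutoff fixed separately per campaign, cut at about 7.5% in these data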;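 further: 0% = DMSO wells and 100% = 10 µM SAHA wells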
NR1D1 modulator – Rev-erb alpha (human) modulation; AID 1259318; P20393; 370,000 compounds, 0.79% hits; activity, % at 10 µM; Rev-erbα–FITC-DNA binding, fluorescence polarization, 90 min;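 active means activity above about 14%, limit read from the data; passing the limit was not always enough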;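 further: 0% = DMSO wells with 35 nM protein and 100% = DMSO wells with 750 nM protein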
hcDAF12 agonist – activators of H. contortus DAF-12 nuclear receptor. HEK293 hcDAF-12 lit1-tk-luc reporter, luminescence; 0% DMSO, 100% Δ7-dafachronic acid. activation, % at 6.8 µM. 370,000 compounds, 1.4% hits. AID 652067;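 active means activation above the mean of all tested compounds plus 3 SD, cut at about 5.5% in these data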;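 further: 100% = response to 3 µM Δ7-dafachronic acid high control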
DAX1 inh-2 – NR0B1 (DAX1) inhibition. P51843. HEK293 Gal4-DAX1 luciferase reporter, luminescence. inhibition, % at 6.75 µM. 340,000 compounds, 0.99% hits. AID 504766;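 active means inhibition above the mean over all tested compounds plus 3 SD, cut at about 4.2% in these data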;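 further: 0% = DAX1-transfected cells with DMSO and 100% = empty-vector control cells with DMSO; inhibition shows as a rise in luminescence from relieved DAX1 repression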
Target sequence (P51843 207-470 limits assumed): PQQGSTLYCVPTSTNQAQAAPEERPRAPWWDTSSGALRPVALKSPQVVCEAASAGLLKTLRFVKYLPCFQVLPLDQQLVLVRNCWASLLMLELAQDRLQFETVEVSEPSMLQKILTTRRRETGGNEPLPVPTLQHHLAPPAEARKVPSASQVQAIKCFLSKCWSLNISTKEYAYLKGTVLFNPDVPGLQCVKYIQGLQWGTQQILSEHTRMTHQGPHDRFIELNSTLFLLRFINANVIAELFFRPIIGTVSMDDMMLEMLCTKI
PLCb3 inh – blocks human PLC-beta3 enzyme activity | Purified PLC-beta3, fluorogenic substrate, fluorescence | Q01970 | 370,000 compounds, 0.18% hits | inhibition, % at 12.2 µM | AID 720704; in the data active means inhibition above about 11%;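 further: 0% = median of compound wells on plate and 100% = full blocker control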
hgDAF-12 ag – hgDAF-12 agonism, primary luciferase screen; HEK293 GAL4-hgDAF12 UAS-luciferase reporter, agonist luminescence; normalized to butyrate control; activation, % at 6.8 µM; 370,000 compounds, 1.8% hits; AID 687014;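 active means activation above a cutoff set at the mean of all screened compounds plus 3 SD, cut at about 10% in these data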;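 further: 0% = DMSO wells and 100% = sodium butyrate wells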
PG9 binder – binds the HIV-1 gp120 antibody PG9. TR-FRET gp120-PG9 antibody binding. 360,000 compounds, 0.43% hits. inhibition, % at 6.7 µM; in the data active means inhibition above about 8.5%
ssDAF-12 act – S. stercoralis DAF-12 activation, primary screen; HEK293 ssDAF-12/GRIP1 lit1-tk-luc reporter, luminescence; % of 3 µM dafachronic acid response; activation, % at 6.8 µM; 370,000 compounds, 1% hits; AID 652126;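 active means activation above the mean over all tested compounds plus 3 SD, cut at about 0.9% in these data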;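 further: 0% = DMSO-only wells and 100% = 3 µM delta7-dafachronic acid wells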
SMARCA2 act – activators of SMARCA2 function; activation, % at 9.1 µM; 370,000 compounds, 1% hits; MG213 cells, MMTV-luciferase reporter, dexamethasone, overnight; in the data active means activation above about 7.8%;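 further: 0% = vehicle wells and 100% = reference activator wells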
sPLA2-III inh – Blocks human group III sPLA2 activity. Q9NZ20. QFRET BODIPY PC-A2 liposome hydrolysis, fluorescence. inhibition, % at 12.2 µM. 370,000 compounds, 0.56% hits;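 active means inhibition above mean plus 3 SD of compounds lying within the high and low control bounds, cut at about 19% in these data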;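 further: 0% = median of test compound wells and 100% = no enzyme DMSO wells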
Target sequence (Q9NZ20 whole entry, looked up): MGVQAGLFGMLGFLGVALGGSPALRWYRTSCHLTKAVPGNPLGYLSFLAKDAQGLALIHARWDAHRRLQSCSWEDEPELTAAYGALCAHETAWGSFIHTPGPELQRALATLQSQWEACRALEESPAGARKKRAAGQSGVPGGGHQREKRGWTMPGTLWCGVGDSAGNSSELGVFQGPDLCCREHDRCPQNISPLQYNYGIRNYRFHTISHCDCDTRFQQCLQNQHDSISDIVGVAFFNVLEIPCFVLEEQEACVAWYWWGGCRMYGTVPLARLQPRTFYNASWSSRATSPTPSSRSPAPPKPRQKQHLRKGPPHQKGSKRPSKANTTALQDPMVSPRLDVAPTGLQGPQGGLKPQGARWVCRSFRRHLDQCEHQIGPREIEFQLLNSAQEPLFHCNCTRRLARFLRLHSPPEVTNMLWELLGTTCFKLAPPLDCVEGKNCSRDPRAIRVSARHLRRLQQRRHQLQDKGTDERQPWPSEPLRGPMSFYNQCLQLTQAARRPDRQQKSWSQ
The depositor's hits bear a star; i = inactive; . = not tested or not shown.

structure	ssDAF-12 act	NR1D1 modulator	hgDAF-12 ag	SMARCA2 act	PG9 binder	DAX1 inh-2	FXN GAA850 act	hcDAF12 agonist	PLCb3 inh	DAX1 inh-1	sPLA2-III inh
COc1ccc(CCNC(=O)CN2CCN(c3cccc(Cl)c3)CC2)cc1OC	-1.3	2	-3.7	-3	-1.0	0.8	-1.6	-2.5	3	-0.1	-3
O=c1[nH]c2ccc(NC(=S)Nc3ccc(Cl)cc3Cl)cc2[nH]1	-0.6	1	-0.6	1	-2.9	0.4	-0.3	-1.6	1	-0.5	-3
N#Cc1c(N)nc(SCc2ccncc2)c(C#N)c1-c1cccs1	-1.9	9	-7.2	-7	-0.1	-0.6	9.9*	-3.4	-87	-1.3	-23
Cc1ccc(-c2nc3c(Cl)cc(Cl)cc3c(=O)n2O)cc1	0.3	-5	0.3	-2	2.3	0.7	3.8	6.0*	-29	-0.1	-13
O=C(C[n+]1cccc(C(=O)Nc2ccccc2)c1)c1ccc([N+](=O)[O-])cc1	-0.7	-2	2.4	3	0.3	0.5	-0.4	-0.3	-8	-0.5	0
COCCCn1c(SCC(=O)NNC(=O)c2cccc(O)c2)nnc1-c1ccncc1	-1.8	-4	3.2	-4	1.0	-0.3	-0.5	-0.7	-7	-0.2	3
COC(=O)CNC(c1ccccc1)c1cc(Br)ccc1NS(=O)(=O)c1ccc(C)cc1 (stereo not drawn)	-0.7	-4	3.4	-1	-1.5	-2.3	-0.8	-0.2	1	0.1	-2
CCOC(=O)c1sc(N)nc1C(F)(F)F	-1.0	3	-0.7	-2	-2.2	0.8	3.3	-0.6	0	0.0	6
CS(=O)(=O)c1nc2c(cc1C#N)CCCC2	-0.9	8	-4.9	-4	-3.1	-0.4	2.8	-0.5	6	-0.1	2
COc1ccccc1OCc1nnc(SCC(=O)Nc2nnc(C3CC3)s2)n1C	-1.2	0	2.7	-3	0.1	-0.6	2.2	-0.3	-3	-0.2	1
COc1ccc(C(=O)N/N=C/c2ccc(N(C)c3ccccc3)cc2)cc1	-2.1	-4	-2.3	0	0.2	.	2.7	-3.3	i	-1.0	3
CC(=O)Nc1ccc(NC(=O)C(C)Oc2ccc(C)nc2[N+](=O)[O-])cc1 (stereo not drawn)	-0.7	4	3.1	-1	0.3	-0.3	3.8	-1.4	-6	0.3	9
OCC1OC(c2ccccc2)OC2COC(c3ccccc3)OC12 (stereo not drawn)	-1.5	-3	-0.9	-7	0.3	-0.5	1.1	-0.3	4	0.6	-1
CC(=O)c1cn(CCOc2ccccc2C)c2ccccc12	-2.5	3	-8.0	-4	-1.0	-3.5	-3.0	-5.3	-3	-1.4	-11
O=C(Nc1cccnc1)C1COc2ccccc2O1 (stereo not drawn)	-1.4	8	0.6	4	1.6	0.4	-0.6	-0.8	3	-0.4	1
O=C(O)CCC(=O)N1N=C(c2ccccc2)CC1c1ccc(Br)cc1 (stereo not drawn)	-1.3	3	3.0	-2	0.8	-0.4	1.9	-1.0	-11	0.3	-4
C=C(C)C(=O)Oc1ccc(N2C(=O)[C@@H]3C4C=CC(C4)[C@@H]3C2=O)cc1	-0.6	-2	-0.3	1	2.8	-2.0	4.8	-1.7	-2	0.0	-3
COc1ccc(CNC(=O)C2CSC(c3ccc(OC)cc3)N2C(C)=O)cc1 (stereo not drawn)	-0.5	-4	2.0	0	0.9	2.4	-0.7	2.3	3	0.7	11
COc1ccc(C(=O)Nc2ccc3nc(C)c(C)nc3c2)cc1	-1.4	4	0.3	-1	-0.4	-1.1	1.1	-0.5	-123	-0.2	2
O=C(NCc1ccccc1)NC1(C(=O)N2CCCC2)CCCCC1	-1.0	5	-1.7	-2	1.6	0.4	-0.7	-0.5	-1	0.1	4
C[C@@H]1CN([C@H](C)CO)C(=O)c2cc(-c3ccc(F)cc3)cnc2O[C@H]1CN(C)C(=O)c1ccc(F)cc1	-0.6	2	-4.2	-6	-0.6	-1.2	-3.3	-0.6	10	-1.1	-8
C[C@@H]1CCN(C2CC2)S(=O)(=O)c2ccc(N3CC[C@H](N(C)C)C3)cc2O1	-1.4	-2	1.3	0	.	.	.	-3.3	-2	-2.1	10
CCOC(=O)c1cc2sc(C)cc2n1CC(=O)Nc1cccc(C)c1C	-0.7	5	2.0	-2	11*	-1.2	2.5	-3.3	2	-1.2	1
CCC1S/C(=C(\C#N)C(=O)NCc2ccco2)N(c2ccc(F)cc2)C1=O (stereo not drawn)	-1.0	2	-2.9	1	-0.9	1.1	0.0	-0.8	-6	0.3	-18

For reference, some entries already given:
structure	ssDAF-12 act	NR1D1 modulator	hgDAF-12 ag	SMARCA2 act	PG9 binder	DAX1 inh-2	FXN GAA850 act	hcDAF12 agonist	PLCb3 inh	DAX1 inh-1	sPLA2-III inh
O=C(NCc1ccccc1)NC1(C(=O)N2CCCC2)CCCCC1	-1.0	5	-1.7	-2	1.6	0.4	-0.7	-0.5	-1	0.1	4
C[C@@H]1CN([C@H](C)CO)C(=O)c2cc(-c3ccc(F)cc3)cnc2O[C@H]1CN(C)C(=O)c1ccc(F)cc1	-0.6	2	-4.2	-6	-0.6	-1.2	-3.3	-0.6	10	-1.1	-8
C[C@@H]1CCN(C2CC2)S(=O)(=O)c2ccc(N3CC[C@H](N(C)C)C3)cc2O1	-1.4	-2	1.3	0	.	.	.	-3.3	-2	-2.1	10
CCOC(=O)c1cc2sc(C)cc2n1CC(=O)Nc1cccc(C)c1C	-0.7	5	2.0	-2	11*	-1.2	2.5	-3.3	2	-1.2	1
CCC1S/C(=C(\C#N)C(=O)NCc2ccco2)N(c2ccc(F)cc2)C1=O (stereo not drawn)	-1.0	2	-2.9	1	-0.9	1.1	0.0	-0.8	-6	0.3	-18

The listing continues:
structure	ssDAF-12 act	NR1D1 modulator	hgDAF-12 ag	SMARCA2 act	PG9 binder	DAX1 inh-2	FXN GAA850 act	hcDAF12 agonist	PLCb3 inh	DAX1 inh-1	sPLA2-III inh
O=C(Cc1cccc(NC(=O)C2CCN(C(=O)c3ccccc3)CC2)c1)Nc1cccc(C(=O)N2CCCC2)c1	-1.1	-3	-1.0	0	-1.2	1.5	1.3	-0.7	2	0.2	-9
CCN1CCCC1CNCc1ccc(Cl)cc1Cl (stereo not drawn)	-0.9	5	0.7	-1	-1.9	0.4	0.6	-0.3	-1	0.4	14
O=C(CN1CCN(Cc2ccc(Cl)cc2)C1=O)NCCN1CCCC1	-1.7	3	1.8	1	2.1	0.2	-0.5	-2.1	0	0.8	-2
O=C(Nc1nc2cc3c(cc2s1)OCO3)c1ccc(N2C(=O)CCC2=O)cc1	1.4*	13	1.4	-1	-21	0.7	0.5	0.3	-74	0.1	-6
CCC1COC(c2cccn2Cc2ccccc2Cl)=N1 (stereo not drawn)	-1.4	4	3.5	-1	-2.0	5.9*	1.7	1.1	2	0.2	1
COc1ccc2c(c1OC)C(=O)OC2CC(=O)c1ccc2c(c1)OCO2 (stereo not drawn)	-1.5	0	1.7	-2	-3.4	0.1	3.0	-0.8	-30	0.0	4
Cc1cnc(NC(=O)CCNC(=O)c2ccccc2Cl)s1	-0.6	-4	7.2	2	-0.9	0.3	1.2	-0.3	2	0.6	3
CN(C)c1ccc(CN(C(=O)c2ccco2)C2CCS(=O)(=O)C2)cc1 (stereo not drawn)	-1.2	-2	0.6	4	-2.8	3.2	-1.9	-0.1	-4	0.1	5
COc1cc(C(=O)NNC(=S)NC(=O)c2ccc(F)cc2)cc(OC)c1OC	-0.2	-2	-0.4	0	0.7	0.4	2.2	-1.9	-7	-0.2	18
Cc1ccc(NC(=O)CN2CCCC2)c2c1CC(C)(C)O2	-1.3	2	5.1	1	-2.2	-0.2	-0.2	0.1	0	-0.5	6
CCOC(=O)C[N+](CC)(CC)CC#Cc1ccccc1	-0.6	4	3.6	-4	-4.4	0.7	0.1	2.1	6	0.5	9
Cc1nc2cc(NC(=O)NCc3ccccc3)ccc2o1	-0.9	5	3.7	-3	1.5	-0.2	0.3	-0.3	-3	1.1	5
CCc1ccc(C=NN2CCN(Cc3ccc(C)cc3C)CC2)cc1	-2.0	-3	-1.7	-1	.	.	.	0.5	2	-1.0	2
O=C(c1nc2nc(-c3cccs3)cc(C(F)(F)F)n2n1)N1CCN(Cc2ccccc2)CC1	-1.4	1	0.1	-2	3.2	-1.6	0.8	-2.1	i	0.8	6
CC(=O)c1cc(C(=O)N2CCc3c([nH]c4ccccc34)C2C2CCCCC2)[nH]n1 (stereo not drawn)	0.9	-3	0.1	-1	1.5	-0.2	2.8	5.3	-37	0.3	-20
COc1ccc(C2N(C(=O)N(C)C)CCN2S(=O)(=O)c2ccc(OC)cc2)cc1 (stereo not drawn)	-1.8	-6	-1.4	0	-2.3	0.8	1.8	-3.0	-2	-0.4	0
CCCN(C(=O)Cn1nc(C)c([N+](=O)[O-])c1C)c1c(N)n(Cc2ccccc2)c(=O)[nH]c1=O	-1.2	3	-1.5	-4	-1.0	0.3	1.8	4.7	-1	2.1	6
COc1ccc(OC)c(/C=N/N=C(\N)c2nonc2N)c1	0.1	-1	8.8	7	-1.3	3.4	-3.5	3.7	-14	0.2	-2
CCN(CC(=O)Nc1ccc2c(c1)OCCO2)C(=O)/C=C/c1cccc(Br)c1	0.0	1	5.8	3	0.1	1.2	0.7	0.9	-15	-0.4	-12
O=C(CCC(=O)N(CC(=O)NC1CCCCC1)CC1CCCO1)Nc1nccs1 (stereo not drawn)	-1.1	-6	1.8	-3	-1.4	0.0	0.7	-1.0	-2	-0.3	8
Cc1ccc(-c2ccc(C3C(C#N)=C(N)Oc4n[nH]c(C)c43)o2)cc1 (stereo not drawn)	-2.0	6	0.7	3	1.1	-0.2	3.0	-0.8	-69	-1.1	-10
O=C(NC(=S)Nc1ccc2c(c1)OCCO2)c1ccccc1F	0.6	3	19*	3	-2.2	2.2	3.6	4.5	-1	7.6*	-3
Cc1nnc(N2C(=O)C(=O)/C(=C(/O)c3ccc4c(c3)OCCO4)C2c2ccc([N+](=O)[O-])cc2)s1 (stereo not drawn)	-1.2	5	2.5	-1	-0.9	0.4	-1.4	0.6	-22	0.0	-1
O=C(O)c1ccc2c(=O)n3cc(C(=O)c4ccccc4O)cc(Cl)c3nc2c1	0.3	-5	2.8	-2	-2.7	0.5	-0.9	5.5	-28	0.1	2
C=CCOc1ccc(/C=C2\SC(=Nc3cccnc3)NC2=O)cc1	-1.4	-2	0.1	3	-0.5	0.1	1.0	-0.5	0	0.1	-20
CC(C)COc1cc(=O)[nH]c(SCC(C)C)n1	-1.0	6	0.2	5	-1.0	-0.5	4.2	-1.7	-2	0.8	-9
Cc1ccc(NC(=O)Nc2ccc3c(c2)CCC3)c(C)c1	-0.6	1	-0.1	1	-1.1	0.0	-0.1	0.9	-7	1.4	3
Cc1ccc(C(=O)Oc2coc(CSc3nnc(NC(=O)c4cccs4)s3)cc2=O)cc1C	-0.3	13	3.4	5	4.4	0.6	0.7	-1.2	-5	0.5	-45
